From PubChem BioAssay
NSD2 inh = blocks human histone methyltransferase NSD2 | O96028 | NSD2 peptide methylation, AlphaScreen, 120 min | inhibition, % at 12.5 µM | 310,000 tested, 0.54% active; in the data active = inhibition above about 50%
Target sequence (O96028 whole entry, looked up): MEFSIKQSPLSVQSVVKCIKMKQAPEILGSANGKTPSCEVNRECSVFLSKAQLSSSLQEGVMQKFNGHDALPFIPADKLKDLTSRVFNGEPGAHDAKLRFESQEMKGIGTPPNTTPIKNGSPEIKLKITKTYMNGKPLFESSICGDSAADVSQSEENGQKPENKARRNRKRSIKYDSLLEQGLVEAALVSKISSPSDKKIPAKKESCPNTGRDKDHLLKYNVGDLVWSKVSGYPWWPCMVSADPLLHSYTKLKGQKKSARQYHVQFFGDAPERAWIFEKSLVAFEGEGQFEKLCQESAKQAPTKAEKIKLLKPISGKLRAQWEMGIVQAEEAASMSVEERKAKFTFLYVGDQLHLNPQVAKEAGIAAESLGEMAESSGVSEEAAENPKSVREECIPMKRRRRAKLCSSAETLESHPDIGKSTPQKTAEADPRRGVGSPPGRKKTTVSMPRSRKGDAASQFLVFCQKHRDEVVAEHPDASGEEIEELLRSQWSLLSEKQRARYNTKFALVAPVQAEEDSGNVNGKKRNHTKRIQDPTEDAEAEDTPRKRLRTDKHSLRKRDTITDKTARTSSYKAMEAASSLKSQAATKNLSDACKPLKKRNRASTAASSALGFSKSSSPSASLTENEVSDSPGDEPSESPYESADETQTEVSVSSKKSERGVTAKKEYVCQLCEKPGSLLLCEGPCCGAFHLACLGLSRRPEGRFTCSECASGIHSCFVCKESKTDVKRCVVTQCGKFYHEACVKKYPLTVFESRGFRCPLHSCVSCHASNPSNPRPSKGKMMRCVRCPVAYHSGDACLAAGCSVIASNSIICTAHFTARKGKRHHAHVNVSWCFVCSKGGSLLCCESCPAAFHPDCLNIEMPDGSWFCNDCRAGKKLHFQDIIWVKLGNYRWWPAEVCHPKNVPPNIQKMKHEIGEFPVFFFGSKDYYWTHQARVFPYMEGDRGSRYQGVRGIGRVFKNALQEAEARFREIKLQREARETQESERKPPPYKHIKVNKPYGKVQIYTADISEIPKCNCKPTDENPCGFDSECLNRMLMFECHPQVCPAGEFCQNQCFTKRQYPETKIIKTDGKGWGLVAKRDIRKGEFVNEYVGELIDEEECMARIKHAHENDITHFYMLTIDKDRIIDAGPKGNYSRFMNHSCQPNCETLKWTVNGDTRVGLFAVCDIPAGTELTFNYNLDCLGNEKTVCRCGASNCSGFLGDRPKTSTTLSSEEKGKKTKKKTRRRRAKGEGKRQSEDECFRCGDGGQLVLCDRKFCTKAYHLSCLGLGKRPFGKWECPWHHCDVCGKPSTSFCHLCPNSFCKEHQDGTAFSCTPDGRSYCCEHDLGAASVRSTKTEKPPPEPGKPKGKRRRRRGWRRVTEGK
Numbers without * were called inactive. Some of the compounds tested. The share of hits here may be higher or lower than overall.

NSD2 inh,molecule
-4,COc1cccc(CN2CCC2(C)C(=O)Nc2cccc(Oc3ccccc3)c2)c1OC (stereo unspecified)
0,CC1(C(=O)NS(=O)(=O)C2CC2)CCN(C(=O)c2ccc3c(c2)OCO3)C1 (stereo unspecified)
0,O=C(C1CCN(c2cncnc2)CC1)N1CCOCC1
0,CC(O)(c1cccnc1)c1nc(-c2cccc(C#N)c2)cs1 (stereo unspecified)
-6,O=C(OCC#CCSc1nnc(-c2cccc3ccccc23)o1)C1CCCC1
2,COc1ccc2c(c1)N[C@@](CCNC=O)(c1[nH]c3ccccc3c1CCNC=O)C2=O
-2,CC(C)c1ccc(NC(=O)C2(C)Cc3c(-c4cccc(C(F)(F)F)c4)ccnc3O2)cc1 (stereo unspecified)
1,CCc1nc2ccc(C(=O)NCCCn3ccnc3)cn2c1N(C)Cc1nccs1
-1,Cc1ccc2cc(NC(=O)C3(C)CCN3C(C)C)ccc2n1 (stereo unspecified)
3,CCC(C)c1ccc(NC(=O)CSc2nnc(-c3cccc(C)c3)n2C)cc1 (stereo unspecified)
0,COc1ccc(CC(N)c2csc(NC(=O)Nc3ccccc3Cc3ccccc3)n2)cc1 (stereo unspecified)
0,CCCCN(C=O)c1c(CC)nc2c(OCC3CCCCC3)cccn12
2,CC1=NN(C(N)=S)C(=O)C1N=Nc1ccc(C)cc1C (stereo unspecified)
6,CCN(CC)c1ccc(/C=N/NC(=O)c2nnn(-c3nonc3N)c2CN(C)C2CCCCC2)cc1
4,CNS(=O)(=O)c1ccc2c(c1)[nH]c(=S)n2C
-1,Cc1ccc(N(C(=O)c2ccn[nH]2)C(C(=O)NC2CCCC2)c2cccs2)cc1 (stereo unspecified)
0,CCc1nc2c(OC)cccn2c1N(C)C(=O)c1ccccc1F
2,CC(=O)OC[C@@H]1CN(Cc2cccc(C(F)(F)F)c2)C[C@H](n2cnc3c(NCc4ccco4)ncnc32)O1
0,CCc1nc2ccc(C(=O)NCCc3ccccn3)cn2c1N(C)Cc1cccs1
-3,Cc1onc(-c2ccccc2Cl)c1C(=O)N[C@@H](C)c1ccccc1
0,CCCNC(=O)C1(C)CCN(C(=O)c2cc(F)cc(F)c2)C1 (stereo unspecified)
1,Cc1cc(C)nc(SCc2cn3c(C)cccc3n2)n1
-4,O=C(N1CCOCC1)C12OC3CC(CC(C3)O1)O2
-1,CCOC(=O)C1=C(COC(=O)/C=C/c2ccc(F)cc2)NC(=O)NC1C (stereo unspecified)
-5,Nn1c(SCC(=O)NC2CCCCC2)nnc1-c1cc(-c2ccc(Cl)cc2)n[nH]1

(list continues)
NSD2 inh,molecule
-1,O=C(CSc1nnc(COc2ccc(Cl)cc2)n1Cc1ccco1)Nc1ccc(OCc2ccccc2)cc1
-3,Cn1c(CC(O)c2nc3ccccc3n2C)nc2ccccc21 (stereo unspecified)
-5,COc1ccc(C(=O)Nc2ccc(S(=O)(=O)N3CCOCC3)cc2)cc1
-1,COCCn1c(SCC(=O)Nc2ccc3c(c2)OCCO3)nc2ccccc2c1=O
0,COc1ccc(CN2C[C@@]3(O)CC[C@@H](O)[C@@H](OC)[C@@H]3[C@@]2(C)[C@H](O)CC=C(C)C)cc1
0,CC(=O)Nc1ccc(NC(=O)C2(C)Cc3c(-c4cccc(C(N)=O)c4)ccnc3O2)cc1 (stereo unspecified)
-3,CCCS(=O)(=O)NC(=O)C1(C)CCN(C(=O)C2(c3ccc(Cl)cc3)CCCC2)C1 (stereo unspecified)
-2,NC(=O)C1CCN(c2nc(-c3ccc(Oc4ccccc4)cc3)cs2)CC1
-1,NN=C(c1ccccc1)c1ccccc1
-6,Cc1ccccc1N(C)C(=O)C1CCCN1S(=O)(=O)c1cccc2cccnc12 (stereo unspecified)
3,COc1ccc(OC)c(NC(=O)C2(C)CCN2Cc2ccc(SC)cc2)c1 (stereo unspecified)
-1,OC[C@@H]1CN(CCc2ccccc2)C[C@H](n2cnc3c(NCc4ccc(F)cc4)ncnc32)O1
-1,Cc1ccc(C)c(S(=O)(=O)Nc2ccc(C(=O)N3CCOCC3)cc2)c1
-2,Cc1cc(C)nc(/N=C(\N)Nc2ccc(S(=O)(=O)Nc3nc(C)cc(C)n3)cc2)n1
1,c1ccc(CNCc2ccc(CNCc3ccccc3)cc2)cc1
-1,COc1ccc(-c2ccc3nncn3c2)cn1
12,CC(=O)c1ccc(-c2cnc3c(NC=O)cc(-c4cccc(C(=O)N(C)C)c4)cn23)cc1
1,COCCN=C1S/C(=C\c2cc(C)n(-c3ccc(F)cc3F)c2C)C(=O)N1C
-1,Nc1nonc1-n1nnc(C(=O)N/N=C/c2cccc(Cl)c2)c1CSc1ccccc1
-1,CCNC(=S)N/N=C/c1ccc(F)cc1
6,CCOC(=O)c1cccc(NC(=O)CN(C)S(=O)(=O)c2ccc(-c3cocn3)s2)c1
0,C/C(=N\NC(=O)Cc1cccs1)c1ccco1
-1,CNc1ncnc2c1ncn2[C@H]1CN(Cc2ccc(-c3ccccc3)cc2)C[C@@H](CO)O1
2,Cc1ccc(C)c(NC(=O)CCS(=O)(=O)c2ccccc2)c1
-27,CNc1cccc(-c2ccc(C(C)=O)s2)n1

A run of entries from further up, for reference:
NSD2 inh,molecule
-6,Cc1ccccc1N(C)C(=O)C1CCCN1S(=O)(=O)c1cccc2cccnc12 (stereo unspecified)
3,COc1ccc(OC)c(NC(=O)C2(C)CCN2Cc2ccc(SC)cc2)c1 (stereo unspecified)
-1,OC[C@@H]1CN(CCc2ccccc2)C[C@H](n2cnc3c(NCc4ccc(F)cc4)ncnc32)O1
-1,Cc1ccc(C)c(S(=O)(=O)Nc2ccc(C(=O)N3CCOCC3)cc2)c1
-2,Cc1cc(C)nc(/N=C(\N)Nc2ccc(S(=O)(=O)Nc3nc(C)cc(C)n3)cc2)n1
1,c1ccc(CNCc2ccc(CNCc3ccccc3)cc2)cc1
-1,COc1ccc(-c2ccc3nncn3c2)cn1
12,CC(=O)c1ccc(-c2cnc3c(NC=O)cc(-c4cccc(C(=O)N(C)C)c4)cn23)cc1
1,COCCN=C1S/C(=C\c2cc(C)n(-c3ccc(F)cc3F)c2C)C(=O)N1C
-1,Nc1nonc1-n1nnc(C(=O)N/N=C/c2cccc(Cl)c2)c1CSc1ccccc1
-1,CCNC(=S)N/N=C/c1ccc(F)cc1
6,CCOC(=O)c1cccc(NC(=O)CN(C)S(=O)(=O)c2ccc(-c3cocn3)s2)c1
0,C/C(=N\NC(=O)Cc1cccs1)c1ccco1
-1,CNc1ncnc2c1ncn2[C@H]1CN(Cc2ccc(-c3ccccc3)cc2)C[C@@H](CO)O1
2,Cc1ccc(C)c(NC(=O)CCS(=O)(=O)c2ccccc2)c1

Following part.
NSD2 inh,molecule
-1,N=C1CCCC1C(=S)SCCC(N)=O (stereo unspecified)
18,O=[N+]([O-])c1ccccc1N=Nc1ccc(O)cc1O
1,CCN(CC)S(=O)(=O)c1ccc(N2CC(C(=O)NCc3ccco3)CC2=O)cc1 (stereo unspecified)
6,Cc1ccc(OCc2nnc(SCC(=O)c3ccc(-c4ccccc4)cc3)n2Cc2ccco2)cc1
0,CC(=O)OC[C@H]1O[C@H](C#Cc2ccc(C(C)(C)C)cc2)C=C[C@H]1OC(=O)Nc1ccccc1
-3,Nc1ccn([C@@H]2O[C@H](C(=O)NCC(=O)N3CCOCC3)[C@@H](O)[C@H]2O)c(=O)n1
-4,CCOc1cc(NC(=O)c2cnccn2)c(OCC)cc1NC(=O)c1cccc(F)c1
1,OC[C@@H]1CN(CCN2CCOCC2)C[C@H](n2cnc3c(NC4CCCC4)ncnc32)O1
-2,CC1(C(=O)NS(=O)(=O)c2cccc(OC(F)F)c2)CCN1C(=O)Cc1ccsc1 (stereo unspecified)
2,Cc1noc(C)c1S(=O)(=O)NC(=O)C1(C)CCN1C(=O)c1ccc(C2CCCCC2)cc1 (stereo unspecified)
0,O=C(O)c1ccc(/C=N/NC(=O)C2CC2(c2ccccc2)c2ccccc2)cc1 (stereo unspecified)
1,O=C(C1CCCN1S(=O)(=O)c1cccc([N+](=O)[O-])c1)N1CCN(c2ccccc2)CC1 (stereo unspecified)
-1,CCOC1=C2CN(S(=O)(=O)c3ccc(C)cc3)C(c3cccc(Cl)c3)CC2NC(c2ccccc2)C1 (stereo unspecified)
4,CN(Cc1ccco1)C(=O)c1cccc(S(=O)(=O)N2CCN(Cc3ccccc3)CC2)c1
5,Cc1ccsc1C(=O)N1CCC1(C)C(=O)NCCC#N (stereo unspecified)
1,COc1ccc(-n2c(=O)c(CCC(=O)N3CCN(c4cccc(OC)c4)CC3)nc3ccccc32)cc1
11,CCN1CCN(CCCOc2ccc(-c3ccccc3)cc2)CC1
-2,O=C(NCCN1C(=O)C2C3C=CC(C3)C2C1=O)c1cc(Cl)cc(Cl)c1 (stereo unspecified)
-2,CC(=O)NCCNc1nc2cc(-c3ccccc3C)sc2c(=O)n1C
-7,N#Cc1cnc(=S)n(-c2cc(C(F)(F)F)cc(C(F)(F)F)c2)c1N
0,C#CCN1C(=O)[C@]2(OCCC=C[C@H]2C)c2ccccc21
-3,Cc1ccc(CN2C(=O)C(F)(F)Oc3ccc(C)cc32)cc1
3,COc1cccc(NC(=O)CN(C)C(=O)c2cc3c(s2)CCC3)c1
-2,COc1ccc(C(C)(NC(C)=O)c2nc(-c3cccc(F)c3)cs2)cc1 (stereo unspecified)
-7,CCOC(=O)C1(C)CCN1C(=O)c1cccnc1Oc1ccccc1 (stereo unspecified)

Later entries
NSD2 inh,molecule
13,Cn1c(SCC2CCCCC2)nnc1-c1ccco1
-1,CCN(CC)CCCN1C(=O)C(=O)/C(=C(/O)c2cnn(-c3ccccc3)c2C)C1c1ccncc1 (stereo unspecified)
-2,Cc1ccc(-c2nc(SC(C)C(=O)NC3CC3)n[nH]2)cc1 (stereo unspecified)
-3,NC(COCc1ccccc1)c1csc(Nc2ccc(C(=O)NCCO)cc2)n1 (stereo unspecified)
0,CC1(Cc2ccccc2C#N)C(=O)Nc2ccc(-c3ccc4[nH]ccc4c3)cc21 (stereo unspecified)
0,O=C(CC(CC(=O)c1ccccc1)c1ccco1)c1ccccc1
25,C#CC1(NC(=S)Nc2cccc(OC)c2)CCCCC1
-2,CC1(Cc2cc(Cl)ccc2C(F)(F)F)C(=O)Nc2ccc(S(=O)(=O)NC3CCCCC3)cc21 (stereo unspecified)
1,Cc1ccc(C2NC(C(=O)O)CS2)cc1 (stereo unspecified)
-1,C=CCn1c(COc2ccccc2)nnc1SCC(=O)Nc1ccc(S(=O)(=O)Nc2cc(C)nc(C)n2)cc1
-7,C#CC(C)OCC1CNC(=S)O1 (stereo unspecified)
-2,COc1ccc(N2CCN(CCCNC(=O)CCOC(C)(C)C)CC2)cc1
-2,CCCNC(=O)C1(C)CCCN(C(=O)Cc2ccc(OC)cc2)C1 (stereo unspecified)
8,OC(Cc1ccccc1)c1ncc(-c2ccc3ccccc3c2)[nH]1 (stereo unspecified)
-1,CCOC(=O)c1sc(N)c(C(=O)OCC)c1C
7,CC(=O)Nc1cccc(-c2csc(C(O)c3ccccc3)n2)c1 (stereo unspecified)
13,CN(C)c1ccc(NS(=O)(=O)c2ccc(-c3csnn3)cc2)cc1
-2,COc1ccc(NC2=CC(c3ccccc3)N(c3ccc(OC)cc3)C2=O)cc1 (stereo unspecified)
1,CC(=O)c1ccc(N2CCN(C(=O)COc3ccc4ccccc4c3)CC2)cc1
1,O=C(Nc1ccc(Cl)cc1)c1csc([C@H]2C[C@H](O)[C@@H](CO)O2)n1
-2,O=C1Nc2ccccc2C(=O)N(Cc2ccccc2)C1C(=O)NC1CC1 (stereo unspecified)
0,CCNC(=O)C1(C)CCCN(CC(=O)c2ccccc2OC)C1 (stereo unspecified)
0,CC(=O)c1ccc(OCC(=O)OCC(=O)c2ccc(S(=O)(=O)N3CCCCC3)cc2)cc1
-4,COc1ccc(-c2cc(C(=O)N/N=C/c3cc(OC)c(OC)cc3OC)c3ccccc3n2)cc1
2,Cc1ccc(S(=O)ONc2cccc(NOS(=O)c3ccc(C)cc3)c2)cc1 (stereo unspecified)

Carrying on:
NSD2 inh,molecule
2,Cc1ccc(S(=O)(=O)N2CCCCC2)cc1NC(=O)c1ccc(=O)[nH]c1
1,CCOC(=O)N(C)c1c(CC)nc2c(OCc3cc(Cl)cc(Cl)c3)cccn12
2,O=C(NCc1cccnc1)c1cc(C2CCCN(S(=O)(=O)c3ccccc3)C2)on1 (stereo unspecified)
-1,CCN(c1ccccc1)S(=O)(=O)c1ccc(C(=O)N2CCN(c3ccccc3F)CC2)cc1
-1,Cc1ccc(F)c(S(=O)(=O)NC(=O)C2(C)CCN2C(=O)CC2CCCCC2)c1 (stereo unspecified)
-2,COC(=O)C1=C(C)N(Cc2ccc(C(F)(F)F)cc2)C(=NCC2CC2)NC1c1ccccc1C(F)(F)F (stereo unspecified)
0,Cc1ccccc1NC(=O)c1ccc(Cl)c(NC(=O)C2CCCC2)c1
-3,CCNc1nc(NCC)nc(Oc2ccc(OCc3ccccc3)nn2)n1
1,CCOC(=O)c1c(NC(=O)c2ccc(N3CCOCC3)c([N+](=O)[O-])c2)sc(C)c1C
9,Cc1cccc(NC(=O)N2CCC(N(C)CCC(C)C)CC2)c1
-3,CC(C)c1ccc(CN2CCC2(C)C(=O)Nc2ccc3c(c2)OCO3)cc1 (stereo unspecified)
1,CCc1nc2c(OCc3cccc(Cl)c3)cccn2c1N(C)C(=O)Nc1ccccc1OC
1,COC(=O)C1=C(C)N(Cc2ccccc2C(F)(F)F)C(=NCc2ccc(OC)cc2)NC1c1ccc(Cl)cc1 (stereo unspecified)
34,CCc1ccc(/C=C2\SC(=S)N(CCCC(=O)N3CCN(C)CC3)C2=O)cc1
-2,O=C(COC(=O)CC(c1ccccc1)c1ccccc1)Nc1c(F)cccc1F
-2,CN1CCCCC(NC(=O)c2ccc(F)c(F)c2)C1=O (stereo unspecified)
-2,COC(=O)C(NC(=O)c1ccccc1)C(C)(C)SCc1ccccc1 (stereo unspecified)
